GC-B act: GC-B (human) receptor activation; activation, % at 10 µM; HEK293-GC-B cells, CNP EC30, cGMP TR-FRET; 0% at EC30 CNP, 100% saturating CNP; AID 1920062; 370,000 tested, 0.11% active;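 active = activation at 10 µM reaching about 35% in either raw or pattern-adjusted values, limit read from the data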
Target sequence (P20594 whole entry, looked up): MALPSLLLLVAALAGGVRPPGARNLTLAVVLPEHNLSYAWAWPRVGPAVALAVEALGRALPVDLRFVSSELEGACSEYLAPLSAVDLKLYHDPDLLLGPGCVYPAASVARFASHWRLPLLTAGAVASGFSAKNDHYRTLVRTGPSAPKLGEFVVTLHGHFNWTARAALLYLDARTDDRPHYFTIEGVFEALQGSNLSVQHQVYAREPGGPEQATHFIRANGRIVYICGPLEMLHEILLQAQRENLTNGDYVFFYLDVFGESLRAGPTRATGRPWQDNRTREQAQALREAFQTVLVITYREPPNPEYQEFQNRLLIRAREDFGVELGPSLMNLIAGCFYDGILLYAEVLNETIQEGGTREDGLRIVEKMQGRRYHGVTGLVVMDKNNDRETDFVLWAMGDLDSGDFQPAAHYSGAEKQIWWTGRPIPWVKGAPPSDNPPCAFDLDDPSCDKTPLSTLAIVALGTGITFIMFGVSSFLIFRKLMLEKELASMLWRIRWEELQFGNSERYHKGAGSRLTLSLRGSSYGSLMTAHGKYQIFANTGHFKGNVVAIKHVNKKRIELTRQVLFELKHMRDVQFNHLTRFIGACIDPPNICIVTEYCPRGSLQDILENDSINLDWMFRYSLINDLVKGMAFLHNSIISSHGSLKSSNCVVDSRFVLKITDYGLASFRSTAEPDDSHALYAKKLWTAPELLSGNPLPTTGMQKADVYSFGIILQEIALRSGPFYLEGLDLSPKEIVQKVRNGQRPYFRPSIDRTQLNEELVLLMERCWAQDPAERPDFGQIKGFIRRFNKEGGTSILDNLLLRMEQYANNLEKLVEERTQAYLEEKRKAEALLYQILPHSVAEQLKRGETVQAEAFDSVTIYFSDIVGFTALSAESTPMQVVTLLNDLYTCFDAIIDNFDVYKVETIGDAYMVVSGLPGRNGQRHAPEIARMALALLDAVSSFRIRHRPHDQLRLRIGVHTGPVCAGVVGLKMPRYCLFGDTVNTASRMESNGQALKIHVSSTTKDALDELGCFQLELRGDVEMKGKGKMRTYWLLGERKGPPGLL
SIAE inh: inhibitors of human sialic acid acetylesterase SIAE | Q9HAT2 | SIAE FP-Rh probe binding, fluorescence polarization | inhibition, % at 9.66 µM | 370,000 tested, 0.69% active;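 active = inhibition above a cutoff: mean of compounds within the control limits plus 3 SD of those, cut at about 17% in these data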;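 note: 0% = plate median of compound wells and 100% = probe without SIAE protein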
TCR CD3 inh: blocks the human TCR-CD3 interaction | TAMRA-labeled TCR probe fluorescence, biochemical | inhibition, % at 9.4 µM | 360,000 tested, 0.37% active | AID 651800; in the data active = inhibition above about 19%;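 note: recombinant mutant TCR 2C K166C tagged with TAMRA read by polarization; 0% = receptor in buffer alone and 100% = receptor with positive control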
MBD2 DNA inh: inhibitors of human MBD2 binding to methylated oligonucleotide; inhibition, % at 4.4 µM; TR-FRET; 370,000 tested, 0.31% active; Q9UBB5; AID 686964; in the data active = inhibition above about 13%
PRMT1 inh: PRMT1 (human) inhibition, primary screen; recombinant PRMT1, activity-based probe fluorescence polarization; 370,000 tested, 1.3% active; inhibition, % at 2.79 µM;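 active = inhibition above about 21% made by adding two undisclosed values, limit read from the data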
TDP2 absorb: TDP2 (human) inhibition, absorbance primary screen | inhibition, % at 12.8 µM | recombinant TDP2, T5PNP hydrolysis, p-nitrophenol absorbance 415 nm | AID 720702 | 370,000 tested, 0.34% active;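 active = inhibition above the mean of all tested compounds plus 3 SD, set per campaign, cut at about 25% in these data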;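 note: 0% = DMSO with enzyme and 100% = buffer with substrate but no TDP2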
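test system = human TDP2 enzyme | input = TDP2 enzyme at 120 nM final | medium = 50 mM Tris-HCl pH 7.5 with Mg2+, KCl, DTT, BSA | also added = T5PNP substrate, 5 mM | times = 2 h at 37 °C | technique = epi absorbance | benchmarks = high control without enzyme, low control DMSO plus TDP2 | replication = each compound tested once, singlicate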
LEDGF integ inh: blocks HIV-1 LEDGF/p75-dependent DNA integration | inhibition, % at 3.7 µM | AID 743269 | 370,000 tested, 0.64% active | TR-FRET IN-LEDGF/p75 DNA integration, Eu/Cy5;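 active = inhibition above the screen-wide mean plus 3 SD, cut at about 13% in these data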;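 note: signal is the Cy5 over europium emission ratio at 671 and 618 nm; 0% = plate median of compound wells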
rCAG binder: r(CAG) repeat RNA binding. TO-PRO-1 dye displacement fluorescence. inhibition, % at 3 µM. 370,000 tested, 1.3% active. AID 651821;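 active = inhibition above the plate cutoff, the mean of all test compounds on that plate plus 3 SD, cut at about 35% in these data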;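 note: 0% = DMSO alone and 100% = 100 µM mitoxantrone as full dye displacement; higher means more dye released from RNA so lower well fluorescence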
HTRA1 inh: HTRA1 (human) protease inhibition | Q92743 | recombinant HTRA1, FP-rhodamine activity-based probe, fluorescence polarization | inhibition, % at 5.96 µM | 340,000 tested, 0.5% active; in the data active = inhibition above about 36%;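 note: 0% = enzyme with DMSO and 100% = wells lacking enzyme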
ABHD4 inh: ABHD4 (mouse) inhibition, primary FP screen; 370,000 tested, 0.54% active; Q8VD66; inhibition, % at 8.92 µM; AID 720543; purified mABHD4, FP-Rh probe fluorescence polarization;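 active = inhibition exceeding the mean over every tested compound plus 3 SD, cut at about 30% in these data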;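 note: 0% = plate median of compound wells and 100% = S159A mutant with DMSO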
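Assay system: Wild-type mouse ABHD4 protein | Medium: HEPES pH 7.0 buffer, 150 mM NaCl, 0.01% Pluronic F-127 | Incubation: Enzyme–compound pre-incubation 45 min, then probe 60 min, both 25 °C | Technique: Fluorescence polarization with parallel and perpendicular emission, 525/598 nm | Evaluation: % inhibition of FP-Rh probe binding versus controls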
An asterisk follows results filed as active; · = no result given. An excerpt (hit frequency here may not be typical).

SMILES | HTRA1 inh | TDP2 absorb | ABHD4 inh | GC-B act | SIAE inh | MBD2 DNA inh | TCR CD3 inh | PRMT1 inh | rCAG binder | LEDGF integ inh
CC1CCCC(N2C(=O)NC(NC(=O)c3ccco3)(C(F)(F)F)C2=O)C1C (centres undefined) | -5 | 2 | -8 | 3 | 3 | -5 | 10 | 0 | 0 | 1
COc1cc(OC)c(OC)cc1CNCc1ccco1 | 8 | 1 | 3 | 1 | 0 | -1 | 3 | -2 | 0 | -1
O=C1Nc2cnc(Cl)nc2Nc2ccccc21 | · | -8 | 0 | 6 | 4 | -7 | -2 | -1 | 1 | 3
CC(=O)Nc1ccc(S(=O)(=O)N(C)c2ccc(OCC(=O)OCC(=O)N3CCCCC3)cc2)cc1 | -1 | 10 | 4 | -2 | -8 | -3 | 0 | 2 | 1 | -2
O=C(Nc1c[nH]c2c(Cl)cccc2c1=O)N1CCN(c2ccccn2)CC1 | 5 | 1 | -6 | 3 | 4 | -2 | -5 | 1 | -3 | 0
Cc1ccc(NC(=O)CNNC(=O)c2cccc([N+](=O)[O-])c2)cc1[N+](=O)[O-] | -2 | -9 | 0 | -1 | 1 | 7 | 3 | 0 | 6 | 2
Cc1ccc(N(C(=O)c2csnn2)C(C(=O)NC2CCCCC2)c2ccccn2)c(C)c1 (centres undefined) | 3 | 5 | 0 | -2 | 2 | 4 | 5 | -4 | -2 | 0
CN(C)S(=O)(=O)c1ccc(Cl)c(NC(=O)CN2C(=O)NC(C)(C3CC3)C2=O)c1 (centres undefined) | -2 | 16 | 2 | 0 | -5 | 1 | -1 | -2 | 8 | 2
COc1ccc(NS(=O)(=O)c2cccc(C(=O)NCC3CCCO3)c2)cc1 (centres undefined) | 0 | -20 | -3 | -12 | -8 | -7 | 6 | -6 | 3 | 5
CCc1oc(C(=O)O)cc1CN(CC)CC | 9 | 7 | 1 | 6 | 1 | 0 | 8 | 1 | 1 | 2

Overlap with the part before: 2 entries, followed by the next part.
SMILES | HTRA1 inh | TDP2 absorb | ABHD4 inh | GC-B act | SIAE inh | MBD2 DNA inh | TCR CD3 inh | PRMT1 inh | rCAG binder | LEDGF integ inh
COc1ccc(NS(=O)(=O)c2cccc(C(=O)NCC3CCCO3)c2)cc1 (centres undefined) | 0 | -20 | -3 | -12 | -8 | -7 | 6 | -6 | 3 | 5
CCc1oc(C(=O)O)cc1CN(CC)CC | 9 | 7 | 1 | 6 | 1 | 0 | 8 | 1 | 1 | 2
Cc1ccccc1NC(=O)CCNS(=O)(=O)c1cccc2nsnc12 | 2 | 5 | -1 | 4 | 2 | -1 | 1 | -2 | 1 | 4
COC(=O)c1ccccc1NC(=O)C1CC(=O)N(c2ccc(C)c(C)c2)C1 (centres undefined) | 0 | 15 | 2 | 4 | -1 | 0 | -3 | -1 | -8 | -2
CCn1c(C)nnc1SCC(=O)Nc1ccccc1OC | -4 | -4 | -19 | 2 | 0 | 9 | -7 | 6 | -1 | 0
O=C(c1ccco1)N1CCN(C2=NS(=O)(=O)c3ccccc32)CC1 | 0 | 1 | 8 | -2 | 9 | 6 | -2 | 2 | 0 | -1
O=C(NCc1ccccn1)Nc1ccccc1F | -3 | 13 | 6 | 4 | 12 | 3 | 9 | 1 | 0 | 0
O=C(CC1SC(=NC2CCCCC2)NC1=O)Nc1ccccc1 (centres undefined) | 4 | -5 | 7 | 1 | 3 | -2 | 4 | -1 | -2 | 0
COc1cccc(C(C)(O)c2nc(-c3ccc(F)c(Cl)c3)cs2)c1 (centres undefined) | · | 0 | -36 | -4 | -11 | -4 | 4 | 6 | 1 | 0
CCc1nnc(NC(=O)c2ccc(-c3ccccc3F)o2)s1 | 8 | 2 | 0 | 7 | 1 | 0 | 2 | -2 | 0 | 1
COc1cccc(CN(C(=O)c2ccc([N+](=O)[O-])cc2)C2CCS(=O)(=O)C2)c1 (centres undefined) | 0 | 15 | -2 | -2 | -5 | -1 | 2 | -4 | 1 | 4
CCOC(=O)N1CCC(NC(=O)c2ccc3c(c2)sc2nc(-c4ccccc4)cn23)CC1 | -30 | 6 | -14 | 4 | -13 | 4 | 2 | 9 | 11 | 1
Cc1ccsc1C(=O)N(C)CC(=O)Nc1ccccc1Br | 3 | -22 | 2 | -1 | -4 | 1 | -12 | -4 | 2 | 3
COc1ccc(C2C3=C(CC(C)(C)CC3=O)Oc3ncn4nc(-c5cccnc5)nc4c32)cc1 (centres undefined) | 2 | 1 | 30* | -9 | -2 | 7 | 3 | 4 | -3 | 0
CCOc1cc(NC(=S)NCCCN(C)C)c(OCC)cc1NC(=O)C1CC1 | 0 | -13 | -2 | 4 | 9 | 1 | 0 | -2 | -4 | 0
C/C(=N\NC(=O)C1(C)CC1(Br)Br)c1ccc(NC(=O)c2ccc(C)o2)cc1 (centres undefined) | -7 | -2 | 2 | 1 | 0 | 3 | -5 | 0 | -3 | 1
O=C(c1ccc(Cl)s1)N1CCN(S(=O)(=O)c2ccc(Cl)cc2)CC1 | -5 | 3 | -1 | -8 | -2 | 7 | -1 | 1 | 3 | -4
CC(=O)Nc1nc(C(F)(F)F)cs1 | 3 | 3 | 6 | 3 | -1 | -4 | 0 | 0 | 3 | 0
O=c1[nH]c(/C=C2\C=Nc3ccccc32)c(O)n1Cc1ccccc1F | 1 | -5 | 14 | -3 | 4 | 0 | 2 | 2 | 25 | 1
C[C@@H]1C(c2ccccc2)=NN(c2ccccc2)[C@H]1C(=O)N1CCOC1=O | 0 | 8 | 8 | 3 | -1 | -1 | 2 | 0 | 4 | -5
O=C(NCc1ccccc1)C1CCN(C(=O)Cc2ccccc2)CC1 | -8 | -4 | -5 | 4 | 4 | 7 | -1 | 0 | -7 | -2
O=c1[nH]cc(Cc2ccccc2)c(=O)[nH]1 | 15 | 5 | -2 | 4 | 2 | -2 | 1 | -2 | 3 | -2

Reformatted: 2 of the compounds above
Results follow in this order: HTRA1 inh | TDP2 absorb | ABHD4 inh | GC-B act | SIAE inh | MBD2 DNA inh | TCR CD3 inh | PRMT1 inh | rCAG binder | LEDGF integ inh
- C/C(=N\NC(=O)C1(C)CC1(Br)Br)c1ccc(NC(=O)c2ccc(C)o2)cc1 (centres undefined)
  -7 | -2 | 2 | 1 | 0 | 3 | -5 | 0 | -3 | 1
- O=C(c1ccc(Cl)s1)N1CCN(S(=O)(=O)c2ccc(Cl)cc2)CC1
  -5 | 3 | -1 | -8 | -2 | 7 | -1 | 1 | 3 | -4

One compound at a time, as listed above:
Record of `CCc1oc(C(=O)O)cc1CN(CC)CC` → HTRA1 inh = 9; TDP2 absorb = 7; ABHD4 inh = 1; GC-B act = 6; SIAE inh = 1; MBD2 DNA inh = 0; TCR CD3 inh = 8; PRMT1 inh = 1; rCAG binder = 1; LEDGF integ inh = 2
Record of `COC(=O)c1ccccc1NC(=O)C1CC(=O)N(c2ccc(C)c(C)c2)C1` (centres undefined) → HTRA1 inh = 0; TDP2 absorb = 15; ABHD4 inh = 2; GC-B act = 4; SIAE inh = -1; MBD2 DNA inh = 0; TCR CD3 inh = -3; PRMT1 inh = -1; rCAG binder = -8; LEDGF integ inh = -2

Following part
SMILES | HTRA1 inh | TDP2 absorb | ABHD4 inh | GC-B act | SIAE inh | MBD2 DNA inh | TCR CD3 inh | PRMT1 inh | rCAG binder | LEDGF integ inh
CCc1cc(CNC(=O)c2ccc(OC)c(OC3CCN(C(C)C)CC3)c2)on1 | 0 | 18 | 1 | 4 | 1 | -2 | 0 | 0 | -2 | 1
C[C@@H]1CN([C@H](C)CO)C(=O)CCCn2nncc2CO[C@H]1CN(C)S(=O)(=O)c1ccc(F)cc1 | 4 | 0 | -4 | 1 | -5 | 3 | -4 | 8 | 1 | -3
C[n+]1ccccc1/C=C/c1ccc(F)c(F)c1 | 3 | -5 | 3 | 2 | 10 | -1 | 0 | 0 | -5 | 5
CN1/C(=C\C=Nc2cc(S(=O)(=O)N3CCOCC3)ccc2N2CCOCC2)C(C)(C)c2ccccc21 | -1 | -8 | -10 | 0 | -2 | -2 | 5 | -2 | -3 | -2
Cc1ccccc1OCCN1C(=O)NC2(CCc3ccccc32)C1=O (centres undefined) | -8 | 7 | 3 | 5 | 9 | 1 | -2 | 2 | -6 | -2
CC(CCc1ccccc1)NC(=O)C1CCCN(C(=O)c2cc3sccc3n2C)C1 (centres undefined) | -11 | -10 | 2 | -3 | -6 | 2 | 2 | 0 | -6 | 1
COc1cc(C(=S)N2CCOCC2)ccc1OC(=O)c1cccc(C)c1 | -12 | -7 | -11 | 7 | 2 | 5 | 0 | 19 | -3 | -3
Cc1ccc(S(=O)(=O)N2CCCN(C(=O)c3ccc(-n4nccc4C)cc3)CC2)cc1 | -8 | 1 | 1 | -1 | -1 | -1 | 6 | 3 | -3 | 3
COc1cccc(-c2nc3ccccc3s2)c1 | -17 | 0 | -12 | -3 | -4 | 6 | -4 | 4 | -3 | -4
C=CCNCCOCCOc1ccc(Cl)cc1C(C)(C)C | 7 | 12 | 7 | -1 | 4 | 0 | 0 | 1 | 1 | 2
COc1ccc(OC)c(S(=O)(=O)N2CCC(C(=O)N3CCN(c4ccc(F)cc4)CC3)CC2)c1 | -3 | 10 | 3 | 3 | 0 | 3 | 5 | 1 | -8 | 1
CN(C)CCNc1nc2sc3c(c2c(=O)n1Cc1ccccc1)CCCCC3 | 4 | 5 | 6 | -6 | 4 | 0 | 4 | -4 | 5 | 0
Cc1c(NC(=O)C(C)OC(=O)CNC(=O)c2ccccc2)c(=O)n(-c2ccccc2)n1C (centres undefined) | 6 | 11 | -2 | 6 | 4 | 2 | 4 | -3 | -3 | 0
COc1ccc(S(=O)(=O)N2CCCCC2)cc1NC(=O)C1CSC2(C)CCC(=O)N12 (centres undefined) | 2 | -4 | -5 | 7 | -2 | 1 | -1 | -1 | -2 | 7
C/C=C/Cn1c(Br)nc2c1c(=O)n(C)c(=O)n2C | 4 | -1 | -7 | 4 | 1 | 4 | 4 | 4 | -2 | -3
Cc1ccccc1OCCCC(=O)NC1CCCCC1 | -2 | 3 | -3 | 2 | -5 | 3 | -3 | -2 | -8 | 0
O=C(c1ccc(S(=O)(=O)N2CCOCC2)cc1)N1CCN(C2=NS(=O)(=O)c3ccccc32)CC1 | -1 | 6 | -4 | 3 | 11 | -1 | 3 | 0 | 0 | -3
CC(NC(=O)COC(=O)CNC(=O)c1ccc(-c2ccccc2)cc1)c1ccccc1 (centres undefined) | -4 | -2 | -1 | -5 | 2 | -7 | -7 | 4 | -2 | -3
CCSc1ccc(-c2cccc([N+](=O)[O-])c2)nn1 | -18 | -21 | -13 | 2 | -9 | -3 | 8 | -5 | 2 | 4
O=[N+]([O-])c1ccccc1Nc1ccccc1 | -3 | 8 | 4 | -3 | 1 | 0 | 2 | 2 | 1 | -8
C=CCC1(O)C(=O)Nc2ccccc21 (centres undefined) | 4 | 9 | 10 | 0 | 2 | 8 | -3 | 3 | -5 | 1
CCN(CC(=O)NC1CCCCCC1)S(=O)(=O)c1ccccc1 | -1 | -1 | -1 | 6 | 1 | 3 | 5 | 1 | -5 | 2
O=C(COC(=O)c1cc(S(=O)(=O)N2CCOCC2)ccc1F)Nc1c(Cl)cccc1C(F)(F)F | 5 | 0 | -4 | 8 | 0 | -5 | -7 | 7 | 0 | -6
CC1Cn2c(nnc2-c2cccc(Cl)c2)S1 (centres undefined) | 3 | 0 | 4 | -1 | 3 | 1 | -3 | -3 | 4 | 2
